Compound activity deposited in PubChem BioAssay by National Center for Advancing Translational Sciences (NCATS).
PI5P4Ka inh – blocks human PI5P4K alpha kinase activity | PI5P4Kalpha enzyme, ADP-Glo luminescence, 60 min; hits give low values | max response, % | hit rate 1.2% among 330,000 | AID 652105; active = max response of -50% or lower; inconclusive = between -30% and -50%; inactive = -30% or higher; also: value at the top dose of about 77 µM; % is scaled to controls: 0 for no effect and ±100 for the full control effect
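Luminescence from ADP-Glo served as readout of PI5P4Kalpha activity in a qHTS format. Reaction: enzyme, substrate, compound, ATP at 5 microM final, 60 min at RT.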
IL2 activator – IL-2 activation. IL-2 activation reporter assay, cell-based qHTS; stimulated with anti-CD3/CD4/CD28 beads; in transgenic mouse T cells. activation, % (series mostly up to about 46 µM). hit rate 0.065% among 360,000. AID 652025; in the data active = activation above about 50%; inconclusive = mostly about 30% to 49%; also: 0% is about no effect
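Unstimulated transgenic mouse T cells, 750 per well, received compound and, after 60 minutes, anti-CD3/anti-CD4 bead plus anti-CD28 stimulation. EGFP and DsRed were quantified after 18 hours.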
GLP-1R agonist – GLP-1 receptor (human) agonism; P43220; Potency, µM (top dose mostly 45.6 µM), for inactives: top-dose activation, most hits filed as activators; HEK293 GLP-1R CRE-luciferase, luminescence, 4-6 h; cells express a hypersensitive GLP-1R form; hit rate 0.007% among 380,000; also: potency is read from the fitted curve at half-maximal effect; % of control where 0% means no effect
GLP-1R inv ag – acts as inverse agonist at human GLP-1 receptor; P43220; HEK293 GLP-1R CRE-luciferase, luminescence, 24 h; GLP-1R form is constitutively active; Potency, µM (titrated, usually from 38.3 µM), for inactives: top-dose activity change, negative = inhibition, actives largely listed as inhibitors; hit rate 1.6% among 410,000; also: potency is read from the fitted curve at half-maximal effect; % is scaled to controls: 0 for no effect and ±100 for the full control effect; nearly all actives have a fitted effect of over 55% in size
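Cells are plated, allowed 12 hours at 37 deg C, then treated with compounds for 24 hr before luciferase detection reagent is added and luminescence is read after 12 min at room temperature. The HEK293 line carries constitutively active GLP-1R with a cAMP-responsive reporter.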
D3 antag – antagonists of human D3 dopamine receptor; P35462; D3R cells, DiscoveRx beta-arrestin luminescence, antagonist mode; hits give low values; max response, negative = inhibition, %; hit rate 2.5% among 360,000; in the data active = max response below about -50%; inconclusive = no clear call, values can overlap the other calls; also: % is scaled to controls: 0 for no effect and ±100 for the full control effect; mostly tested at two doses, the higher about 12 µM
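Cells plated overnight at 1500 cells/well, then exposed to library compounds with dopamine controls for 90 minutes at 37 degrees C. DiscoveRx reagent added for 30–60 minutes at room temperature; luminescence read, quantitative HTS format.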
D3 ag – activates the human D3 dopamine receptor; D3R DiscoveRx beta-arrestin cells, luminescence, 90 min; max activation, %; hit rate 0.58% among 410,000; P35462; AID 652048; in the data active = max activation above about 30%; also: 0% is about no effect; mostly tested at two doses, the higher about 12 µM
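Cells at 1500/well, incubated overnight, then treated with pinned compounds (dopamine as control) for 90 min at 37 degrees C. DiscoveRx reagent added for 30 - 60 minutes at room temperature; luminescence read.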
PLK1 PBD inh – inhibitors of human PLK1 polo-box domain binding; P53350; Plk1 PBD binding of FITC phosphopeptide, fluorescence polarization; Potency, µM, without a hit: max response, negative = inhibition, actives largely listed as inhibitors; hit rate 2.8% among 360,000; also: potency is read from the fitted curve at half-maximal effect; series mostly up to about 57 µM; % is scaled to controls: 0 for no effect and ±100 for the full control effect; nearly all actives have a fitted effect of over 65% in size
WRN helicase inh – blocks human WRN helicase. WRN helicase unwinding, fluorescent forked duplex, kinetic. Potency, µM (top dose mostly 114 µM), for inactives: at the top dose activity change, negative = inhibition, most hits filed as inhibitors. hit rate 0.46% among 360,000. AID 651768; also: potency is read from the fitted curve at half-maximal effect; % is scaled to controls: 0 for no effect and ±100 for the full control effect; nearly all actives have a fitted effect of over 55% in size
Target sequence (Q14191 whole entry, looked up): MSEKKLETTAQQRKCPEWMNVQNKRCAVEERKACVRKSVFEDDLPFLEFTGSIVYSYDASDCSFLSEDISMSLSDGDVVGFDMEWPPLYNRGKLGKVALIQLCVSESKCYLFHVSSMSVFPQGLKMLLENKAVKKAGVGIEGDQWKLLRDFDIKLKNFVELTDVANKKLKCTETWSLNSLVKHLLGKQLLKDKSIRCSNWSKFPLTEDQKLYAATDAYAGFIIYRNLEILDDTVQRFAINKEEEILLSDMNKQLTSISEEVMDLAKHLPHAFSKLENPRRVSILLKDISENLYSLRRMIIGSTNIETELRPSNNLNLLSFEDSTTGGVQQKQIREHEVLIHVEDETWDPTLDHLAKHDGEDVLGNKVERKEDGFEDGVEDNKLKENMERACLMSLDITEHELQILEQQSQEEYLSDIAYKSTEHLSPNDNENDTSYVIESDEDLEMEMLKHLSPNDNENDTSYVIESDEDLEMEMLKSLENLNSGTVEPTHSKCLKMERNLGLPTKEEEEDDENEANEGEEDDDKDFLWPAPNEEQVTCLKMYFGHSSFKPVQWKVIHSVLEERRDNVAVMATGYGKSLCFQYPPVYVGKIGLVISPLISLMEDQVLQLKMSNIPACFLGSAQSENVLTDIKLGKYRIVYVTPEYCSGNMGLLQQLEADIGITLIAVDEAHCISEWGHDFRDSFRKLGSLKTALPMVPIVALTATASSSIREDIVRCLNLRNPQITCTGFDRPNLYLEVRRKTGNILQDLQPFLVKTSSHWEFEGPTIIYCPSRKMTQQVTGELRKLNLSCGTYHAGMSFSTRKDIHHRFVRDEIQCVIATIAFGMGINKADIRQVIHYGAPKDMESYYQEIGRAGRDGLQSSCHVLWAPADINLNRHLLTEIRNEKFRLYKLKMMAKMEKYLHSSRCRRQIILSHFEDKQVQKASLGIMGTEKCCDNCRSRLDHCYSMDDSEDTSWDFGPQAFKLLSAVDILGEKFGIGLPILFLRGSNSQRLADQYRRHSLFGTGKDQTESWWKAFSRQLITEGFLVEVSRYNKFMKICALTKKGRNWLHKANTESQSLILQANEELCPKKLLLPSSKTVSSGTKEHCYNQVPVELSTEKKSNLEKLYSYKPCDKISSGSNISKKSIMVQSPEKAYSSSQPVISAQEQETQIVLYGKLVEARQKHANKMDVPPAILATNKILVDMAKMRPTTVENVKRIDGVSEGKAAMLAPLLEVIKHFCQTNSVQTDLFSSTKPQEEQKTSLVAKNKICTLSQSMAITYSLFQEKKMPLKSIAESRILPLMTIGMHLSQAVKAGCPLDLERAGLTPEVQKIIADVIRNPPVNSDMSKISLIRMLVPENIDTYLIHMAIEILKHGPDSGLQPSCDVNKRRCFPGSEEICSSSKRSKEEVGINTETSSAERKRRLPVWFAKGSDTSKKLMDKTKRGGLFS
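Kinetic fluorescence helicase assay: unwinding of a quenched forked DNA duplex (100 nM final) with 2 mM ATP final raises red fluorescence (525/598 nm). Compounds sat 15 min at room temperature with 20 nM WRN beforehand.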
GLP1R cytotox – cytotoxic in the GLP-1 receptor inverse agonist counter-screen; HEK293 cAMP-luciferase reporter cells, luminescence, 24 h; AID 624418; Potency, µM (series often up to 38.3 µM), for the others: at the highest dose activity change, negative = inhibition, hits mostly inhibitors; hit rate 0.13% among 410,000;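 also: loss of luciferase light is scored as toxicity; potency is read from the fitted curve at half-maximal effect; % is scaled to controls: 0 for no effect and ±100 for the full control effect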
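Compound-treated cells are incubated 24 hr at 37 deg C under 5% CO2 after a 12 hour attachment period, then luciferase detection reagent is added and luminescence is measured following 12 min at room temperature; lowered signal indicates toxicity.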
Starred values were filed as active, the others as inactive; ? = inconclusive; nt = not tested or not shown; & = joins results of further samples; [ ] = remark or other dose. Unless noted, calls follow the shape of the dose curve; as a rule, active = well fitted curve in the direction sought with a large enough effect; inconclusive = small, poorly fitted or top-dose-only effect, or another doubt; inactive = no such curve, though single readings can be large; an effect the other way counts as inactive or inconclusive.

Start of the data: the first four compounds, to show the layout:
SMILES	PI5P4Ka inh	IL2 activator	GLP-1R agonist	GLP-1R inv ag	D3 antag	D3 ag	PLK1 PBD inh	WRN helicase inh	GLP1R cytotox
Cc1cc(Nc2cc(F)ccc2C)n2nc(C)nc2n1	5	2.5	-4%	17%	14	1	?	-15%	1%
O=c1oc(CCO)cc2ccccc12	0	0.5	-1%	6%	29	-3	-3%	-1%	8%
C=CCNC(=S)N/N=C/c1cn(C)c2ccccc12	-1	0.3	20%	?	-3	2	?	-23%	?
O=C(Oc1ccc2c(c1)OCO2)c1cccs1	4	-1.5	2%	10%	116	1	-7%	-3%	-7%

All compounds of this part, repeating the preview:
SMILES	PI5P4Ka inh	IL2 activator	GLP-1R agonist	GLP-1R inv ag	D3 antag	D3 ag	PLK1 PBD inh	WRN helicase inh	GLP1R cytotox
Cc1cc(Nc2cc(F)ccc2C)n2nc(C)nc2n1	5	2.5	-4%	17%	14	1	?	-15%	1%
O=c1oc(CCO)cc2ccccc12	0	0.5	-1%	6%	29	-3	-3%	-1%	8%
C=CCNC(=S)N/N=C/c1cn(C)c2ccccc12	-1	0.3	20%	?	-3	2	?	-23%	?
O=C(Oc1ccc2c(c1)OCO2)c1cccs1	4	-1.5	2%	10%	116	1	-7%	-3%	-7%
NC(=O)CC(NC(=O)Cc1ccc(Br)cc1)c1ccc(N2CCN(c3ccccn3)CC2)c([N+](=O)[O-])c1 (configuration not stated)	8	-0.3	-4%	?	22	-1	5%	-5%	-23%
O=C(COC(=O)C1(c2cccc(F)c2)CCCC1)NCc1cccs1	-4	-0.4	1%	?	-4	-11	-14%	4%	7%
O=C(Nc1ccc(S(=O)(=O)Nc2nccs2)cc1)C1=NN(c2ccccc2)C(=O)CC1	?	-2.3	4%	0%	0	-4	-10%	-18%	-3%
CCN1C(=O)N(c2ccc(C(C)=O)cc2)S(=O)(=O)c2ccccc21	-4	0.1	-4%&0%	4%&-7%	-9	-3&-4	-13%	-3%	27%&0%
COc1ccc(C(=O)NC2CCCc3ccccc32)cc1 (configuration not stated)	1	0.2	4%	?	16	0	4%	-5%[57.1 µM]	1%
COc1ccc(/C=N/NC(=O)c2ccc3c(c2)OCCO3)cc1[N+](=O)[O-]	5	-1.4	-4%	14%	?	-1	-10%	-7%	2%
COc1ccc(S(=O)(=O)/N=C2/C=CC(=O)C(C)=C2C)cc1	-17	3.0	2%	-6%	-13	7	24µM*	-19%	3%
CCc1ccc(S(=O)(=O)NCc2cn3c(C)csc3n2)s1	-8	-2.6	0%	3%	-29	-14	-9%	-7%	4%
CC1=C(C(=O)Nc2ccc(C)cc2C)C(c2cccs2)n2nc(SCc3ccc(Cl)cc3)nc2N1 (configuration not stated)	nt	nt	0%	-3%	nt	7	nt	nt	-11%
O=C(Cn1ncc2c1-c1ccccc1OC2)N1CCc2ccccc21	-6	-3.5	12%	-20%	?	-1	0%	2%	-5%
COc1cccc(C(c2nnnn2Cc2ccccc2)N2CCN(C3CCCC3)CC2)c1OC (configuration not stated)	0	-2.3	1%	?	0	-8	-7%	-34%	?
O=C(Cc1c[nH]c2ccccc12)NNC(=O)c1ccccc1	1	0.0	0%	7%	-7	-14	-5%	?	-7%[1.53 µM]
OC(Cc1ccccc1Br)c1ncc(-c2ccc(Cl)cc2)[nH]1 (configuration not stated)	7	-0.3	6%	?	15	1	4%	4%	-5%
C[C@H]1CN([C@@H](C)CO)C(=O)CCCn2nncc2CO[C@@H]1CN(C)S(=O)(=O)c1ccc(-n2cccn2)cc1	-3	0.5	2%	5%	-3	5	-2%	6%	-3%
Cc1cccc(NCc2n[nH]c(=S)n2-c2ccccc2)c1	-2	-3.2	-3%	-5%	?	-4	-16%	-5%	1%
COC(=O)C1=C(Nc2ccccc2NS(=O)(=O)c2ccc(C(F)(F)F)cc2Cl)CSC1	14	0.0	3%	?	-9	6	?	-9%	?
Cc1nnsc1C(=O)N/N=C/c1cccc(C(F)(F)F)c1	7	3.8	3%	18%	3	7	-4%	9%	7%
CC(C)C(=O)Nc1ccc(O)c(-c2csc(N)n2)c1	-1	0.0	9%	46%[activator]	3	6	4%	-3%	-4%
CC(C)NC(=O)NC(=O)CN1C(=O)NC(Cc2c[nH]c3ccccc23)C1=O (configuration not stated)	-3	0.6	0%	-1%	-4	0	-9%	-11%	8%
COc1ccc(/C=N/NC(=O)C2(O)c3ccccc3-c3ccccc32)cc1	-8	-1.9	2%	11%	-12	0	-21%	9%	14%
c1ccc(Cn2nnc3c(NCC4CCCO4)ncnc32)cc1 (configuration not stated)	nt	2.0	-3%	0%	4	1	-3%	-1%	-3%
COc1ccc(CCNS(=O)(=O)c2csc(C(N)=O)c2)cc1OC	1	-2.0	-1%	8%	1	9	-7%	3%	-1%
Cc1ccc(C)c(C(=O)COC(=O)CN2C(=O)C3C4C=CC(C4)C3C2=O)c1 (configuration not stated)	0	-2.8	3%	-6%	6	7	-20%	-1%	-4%
C=C(C)CNC(=S)N/N=C/c1ccc(N2CCOCC2)cc1	-3	-2.5	22%	10µM*	12	4	1%	-11%	?
CN(CC1COc2ccccc2O1)C(=O)c1ccc(Cl)c(S(=O)(=O)N2CCCCCC2)c1 (configuration not stated)	0	-0.2	0%	?	-4	-9	-2%	-7%	?
N#C/C(=C\C=C\c1ccccc1[N+](=O)[O-])C(=O)NCc1ccccc1	0	-5.6	0%	?	-26	-5	-18%	-7%	?
Cc1cc(C)n(-c2cc(N3CCN(C(=O)c4cccc(F)c4)CC3)ccc2[N+](=O)[O-])n1	6	-0.9	-4%	0%	-24	6	-8%	8%	?
CCOC(=O)c1sc(=S)sc1SCc1cccc(C(F)(F)F)c1	8	0.4	-13%	8%	3	-12	-30%	-4%	67%[activator]
COc1ccc(NC(=O)CSc2nnc(-c3ccccc3Cl)n2Cc2ccco2)c(OC)c1	0	-0.6	-3%	7.1µM*	3	-7	-20%	-2%	-26%
CC(=O)N1[C@H](Cc2ccccc2)C=C[C@]1(C)C(=O)NCCc1c[nH]c2ccccc12	-4	1.2	18%	-9%	4	14	-17%	5%	3%
Cc1ccc(S(=O)(=O)N(C)C)cc1NC(=O)COC(=O)CSc1ccccc1	-1	-3.5	-10%	15%	-17	2	1%	-6%	-10%
Cc1ccsc1/C=C(\C#N)C(=O)NCCCN1CCOCC1	-6	0.1	-3%	33%[activator]	10	1	-2%	-1%	-5%
Cc1ccc(NC(=O)C2CCCN(S(=O)(=O)c3c(C)n[nH]c3C)C2)cc1Cl (configuration not stated)	nt	nt	1%	-11%	nt	-2	nt	nt	4%
O=C(O)/C(=C\c1ccccc1OC(F)F)Sc1nnc(-c2ccc(F)cc2)o1	-2	-1.7	9%	18%	23	5	-13%	-10%[57.1 µM]	-14%
O=C(N/N=C/c1ccco1)c1ccc(NC(=O)C2CC2)cc1	-23	0.5	5%	4%	-20	-5	-12%	-6%	10%
CCOC(=O)C(Cc1cc(N)c(Oc2ccc(OC)cc2)c(N)c1)NC(C)=O (configuration not stated)	0	-0.7	1%	9%	-1	2	-28%	-1%	-2%

Whole records from above. Screens in order: PI5P4Ka inh	IL2 activator	GLP-1R agonist	GLP-1R inv ag	D3 antag	D3 ag	PLK1 PBD inh	WRN helicase inh	GLP1R cytotox
Profile of `C=C(C)CNC(=S)N/N=C/c1ccc(N2CCOCC2)cc1` = -3	-2.5	22%	10µM*	12	4	1%	-11%	?
Profile of `Cc1ccsc1/C=C(\C#N)C(=O)NCCCN1CCOCC1` = -6	0.1	-3%	33%[activator]	10	1	-2%	-1%	-5%

Back to the main list, repeating the 4 entries before the break.
SMILES	PI5P4Ka inh	IL2 activator	GLP-1R agonist	GLP-1R inv ag	D3 antag	D3 ag	PLK1 PBD inh	WRN helicase inh	GLP1R cytotox
Cc1ccc(NC(=O)C2CCCN(S(=O)(=O)c3c(C)n[nH]c3C)C2)cc1Cl (configuration not stated)	nt	nt	1%	-11%	nt	-2	nt	nt	4%
O=C(O)/C(=C\c1ccccc1OC(F)F)Sc1nnc(-c2ccc(F)cc2)o1	-2	-1.7	9%	18%	23	5	-13%	-10%[57.1 µM]	-14%
O=C(N/N=C/c1ccco1)c1ccc(NC(=O)C2CC2)cc1	-23	0.5	5%	4%	-20	-5	-12%	-6%	10%
CCOC(=O)C(Cc1cc(N)c(Oc2ccc(OC)cc2)c(N)c1)NC(C)=O (configuration not stated)	0	-0.7	1%	9%	-1	2	-28%	-1%	-2%
CCC(C(=O)Nc1ccc(C(C)C)cc1)c1ccccc1 (configuration not stated)	1	-1.8	9%	?	7	-6	2%	1%	0%
O=C(CN1CCCCCCC1)Nc1cc(Cl)cc(Cl)c1	3	-0.5	6%	?	?	-22	-1%	10%	-10%
O=C(Oc1cncc(Cl)c1)c1ccco1	-3	0.0	-10%	10%	19	7	-20%	12%	-14%
COc1ccc(CNCCCC(=O)Nc2c(Cl)ccc(C)c2Cl)cc1OC	6	0.0	2%	?	-29	-1	1%	-2%	0%
CCCCCCCCOc1ccc(C2CC(=O)NC2=O)cc1 (configuration not stated)	32	-0.5	13%	25%	54	3	-4%	-7%	22%
COC(=O)c1cscc1NC(C)=O	2	-0.4	15%	14%	0	3	-9%	-1%	-9%
C=CCC(C(=O)NC(C)c1ccccc1)C(=O)NC(C)c1ccccc1 (configuration not stated)	-3	1.0	5%	?	-29	-8	27µM*	4%	1%
CCOC(=O)C1=C(O)C(=O)N(C2CCCCC2)C1	2	-2.8	1%	-10%	8	6	2%	-1%	-6%
Cc1ccc(/C=N/NC(=O)c2ccccn2)s1	-10	-4.9	-4%	?	-7	-11	5%	-8%	-24%
Cc1ccc(C(=O)OCC(=O)NCCc2ccccc2)cc1C	7	1.5	3%	?	0	7	1%	-4%	-3%
COc1cccc(CN(C)C(=O)C2CCCN(C(=O)c3ccc(Cl)cc3)C2)c1 (configuration not stated)	-4	2.0	-9%	2%	0	-1	2%	16%	-20%

An unsorted share of the library; overall some 7.8% were active at least once.
